SIRT5 block: inhibitors of human sirtuin-5 desuccinylase; Purified SirT5, succinyl-peptide AMC, trypsin-coupled fluorescence; actives 1.1% (n = 330,000); inhibition, % at 15 µM; AID 652115; Q9NXA8; in the data active = inhibition above about 15%; inconclusive = no clear call, values can overlap the other calls
Target sequence (Q9NXA8 whole entry, looked up): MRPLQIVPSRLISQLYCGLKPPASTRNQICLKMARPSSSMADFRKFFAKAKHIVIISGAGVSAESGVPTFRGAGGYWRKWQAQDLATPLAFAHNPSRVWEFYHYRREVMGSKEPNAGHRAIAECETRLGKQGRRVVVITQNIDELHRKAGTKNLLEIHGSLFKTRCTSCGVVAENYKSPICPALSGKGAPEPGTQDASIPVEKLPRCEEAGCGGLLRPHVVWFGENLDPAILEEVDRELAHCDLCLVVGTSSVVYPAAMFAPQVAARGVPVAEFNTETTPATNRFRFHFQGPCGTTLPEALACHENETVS
Cneo AK release: Cryptococcus neoformans lysis via adenylate kinase release; C. neoformans lysis, adenylate kinase release luminescence, 4 h; normalised: neutral wells 0, clomiphene wells 100; lysis activity, % at 15 µM; actives 0.2% (n = 360,000);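 active = mean lysis activity across replicates of at least 80%, whatever share of replicates individually reach that level; inactive = mean lysis activity below 80%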
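Assay system: log-phase C. neoformans yeast / Quantity: yeast cell density of 5 × 10^6 cells/mL / Medium: fresh YPD growth medium / Compound: single dose / Timing: static 4 h at 37 °C with compound, 1 h detection / Measured by: adenylate kinase release luminescence / Read-out: lysis from increased AK signal / Benchmarks: Clomiphene as positive lysis control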
XiGFP reactiv: activators of X-chromosome reactivation in mouse fibroblasts. XiGFP mouse fibroblasts, % GFP-positive cells imaging, 3 d; cells co-treated with 5-aza-dC sensitizer; scaled so ellipticine positive control = 100%. activation, % at 7.58 µM. actives 0.055% (n = 360,000);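 active = mean normalized replicate activation at least 10% and every replicate at or above 10%; inconclusive = only one of the two criteria met; inactive = mean below 10% and not all replicates reach 10%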;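 also: 0% = median of on-plate neutral control wells and 100% = ellipticine 6 µM median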
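System: SV40-immortalized XiGFP fibroblast cells, line 68-5-11 / Incubation: 3-day compound exposure, then 15 min fixation at room temperature / Compound: single concentration per compound, delivered by pin transfer / Buffer or medium: DMEM plus 5-aza-dC sensitizer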
PGC1a acetyl inh: lowers PGC1a acetylation signal in U2OS cells | AlphaScreen anti-acetyl-lysine; with virally co-expressed GCN5 acetyltransferase | inhibition, % at 15.6 µM | actives 0.17% (n = 350,000) | AID 651687;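 active = every replicate shows inhibition of at least 40%; inconclusive = mean inhibition at least 40% but some replicate below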;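 also: 0% = neutral control wells and 100% = positive control wells; some results beyond the cut were filed as inactive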
S100A4 MyoIIA: inhibitors of human S100A4 binding to myosin IIA peptide | P26447 | inhibition, % at 10.7 µM | S100A4/TAMRA-MyoIIA peptide fluorescence polarization | actives 0.14% (n = 360,000);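 active = mean inhibition of at least 70% across replicates, with every replicate also reaching that level; inconclusive = mean inhibition reaches 70% but some replicates fall short; inactive = mean inhibition below 70%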
Target sequence (P26447 whole entry, looked up): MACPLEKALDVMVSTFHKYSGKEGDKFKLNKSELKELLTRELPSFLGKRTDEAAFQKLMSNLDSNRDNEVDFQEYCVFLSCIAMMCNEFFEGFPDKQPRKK
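System – human S100A4 monomer protein, biochemical binding assay · Buffer or medium – Calcium-containing HEPES buffer, pH 7.2 · Timing – 5 min between mix addition and reading · Also added – TAMRA-labelled myosin IIA heavy-chain peptide probe, 5 nM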
ERAP1 inh: inhibitors of human ERAP1 aminopeptidase; Q9NZ08; recombinant ERAP1, Leu-AMC fluorescence, 60 min; inhibition, % at 10.7 µM; actives 0.15% (n = 340,000);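 active = mean replicate inhibition of at least 30%, or all replicates individually reaching that 30% level; inactive = mean below 30% and not every replicate reaching it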;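 also: 0% = neutral control wells and 100% = L-leucinethiol positive control wells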
LGR2 inh: Drosophila LGR2 receptor signaling inhibition; AID 720647; inhibition, % at 9.99 µM; HEK293 LGR2, CRE-luciferase, bursicon-stimulated, 4 h; actives 0.35% (n = 380,000);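 active = drop in luminescence signal, shown as inhibition above about 50% in the replicate tests, limit read from the data, passing the limit was not always enough; inconclusive = probably only some replicates passing the limit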;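 also: agonist challenge used bursicon conditioned medium at about half maximal strength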
Statin myotox sup: protects C2C12 myotubes from simvastatin toxicity; actives 0.78% (n = 330,000); ATP luminescence, 48 h; scaled: DMSO 0, geranylgeraniol control 100; rescue of ATP level, % at 7.49 µM;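 active = mean ATP rescue above about 67%, or every replicate alone reaching that limit, limit read from the data, passing the limit was not always enough; inconclusive = no clear call, values can overlap the other calls; inactive = mean under the limit and some replicate under it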;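 also: myotubes were challenged with 10 µM simvastatin during compound exposure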
* = called active by the depositor; ? = inconclusive; nt = not tested or not shown; & = joins results of further samples. An excerpt; the hit share may differ from the screen's.

SMILES	SIRT5 block	Cneo AK release	XiGFP reactiv	PGC1a acetyl inh	S100A4 MyoIIA	ERAP1 inh	LGR2 inh	Statin myotox sup
C/C=C/c1ccc([C@H]2[C@@H](CO)N(C(=O)Cc3ccncc3)[C@@H]2CNC(C)=O)cc1	nt	0.2	0.1	2.0	nt	nt	1.7	12.5
C[C@@H]1CN([C@H](C)CO)C(=O)Cc2cc(NS(=O)(=O)c3ccccc3)ccc2O[C@H]1CN(C)C(=O)Nc1ccccc1	1.2	-1.9	0.0	11.1	0.1	1.5	-0.3	28.4
CCCOc1ccc(C(=O)NCCc2ccccc2)cc1	0.7	-9.1	0.2	-8.0	-2.1	-4.0	4.5	12.0
O=C(NCC1CCCO1)c1ccccc1S(=O)(=O)c1ccc([N+](=O)[O-])cc1 (stereo not drawn)	1.9	nt	0.0	13.4	0.7	-1.1	13.5	2.5
COCC#Cc1ccc2c(c1)O[C@H](CN(C)C(=O)c1ccccc1F)[C@H](C)CN([C@H](C)CO)S2(=O)=O	-4.2	-3.0	-0.8	-11.4	7.3	0.2	13.1	-17.3
CC(C)CCN(C(=S)Nc1cccc(F)c1)C1CCN(C(C)C)CC1	4.3	nt	-0.1	22.1	-6.9	-1.8	11.9	nt
Cc1ccc2c(c1)C(O)(CC(=O)/C=C/C=C/c1ccccc1)C(=O)N2 (stereo not drawn)	nt	-0.6	0.6	nt	-8.3	nt	23.2	nt
CCN(CC)S(=O)(=O)c1ccc(N=Nc2c(N)[nH]c(=O)[nH]c2=O)cc1	2.2	-0.6	-0.1	10.7	-17.4	-0.7	5.1	-4.9
COc1cc(Br)cc(Br)c1OCC(=O)N/N=C/c1c(C)n(C)n(-c2ccccc2)c1=O	-0.8	-4.5	-0.1	nt	0.4	5.3	14.1	nt
CN1c2ccc(-c3ccccc3)cc2[C@@H]2[C@@H](CCN2C(=O)c2ccc3c(c2)OCO3)[C@H]1CO	11.8	-3.8	0.0	-4.3	0.5	2.9	16.1	36.1
COc1ccc(S(=O)(=O)N2CCCC2)cc1NC(=O)c1ccccc1F	-1.9	-3.8	0.2	nt	-1.6	-0.9	9.6	17.4
Cc1csc(=O)n1CC(=O)OCC(=O)Nc1ccc(F)c(F)c1	-3.4	-0.2	0.2	nt	-7.4	0.8	-2.9	-5.4
CN(C(=O)COC(=O)CCc1c[nH]c2ccccc12)C(c1ccccc1)c1ccccc1	-1.1	nt	0.0	nt	-0.6	4.2	9.1	nt
C[C@@H]1CN([C@@H](C)CO)S(=O)(=O)c2ccc(-c3cccnc3)cc2O[C@@H]1CN(C)C(=O)C1CCCCC1	-0.8	-0.8	-0.2	-4.3	0.0	1.0	-15.0	-12.2
COc1cccc(CSc2nc3nc(C)cc(C)n3n2)c1	-0.9	0.7	0.0	9.7	-4.9	-0.9	-13.3	11.3
COc1ccc2c3c(n(C)c2c1)[C@H](CO)N(C(=O)C1CC1)CC31CCN(C(=O)CN(C)C)CC1	9.8	nt	0.0	9.6	-7.5	-2.1	-10.9	nt
CN(C)c1ccc(C(=O)OCC(=O)N2CCOCC2)cc1	1.9	nt	-0.2	-2.5	-1.5	-2.0	-15.0	nt
Cc1cc2cc(C)c(NCCNC(=O)c3ccccc3F)nc2cc1C	0.8	nt	0.0	nt	0.7	-1.8	7.7	nt
C[C@H]1CN([C@@H](C)CO)C(=O)c2cc(NC(=O)Cc3ccccc3)ccc2O[C@@H]1CN(C)S(=O)(=O)c1cccs1	1.8	4.3	0.0	-5.3	0.4	5.6	-15.7	97.7*
CC1CCc2c(C(=O)NCc3cccnc3)csc2C1 (stereo not drawn)	-2.9	0.8	0.0	4.4	-3.4	0.4	-8.6	-2.9
CC(C)C(=O)Nc1ccc2c(c1)C(=O)N(C)[C@H]1CC[C@H](CC(=O)NCCCN(C)C)O[C@H]1CO2	nt	-2.4	0.1	1.8	nt	nt	-14.0	-5.6
CC(C)c1ccc(NC2CCCN(C(=O)c3n[nH]c4c3CCC4)C2)cc1 (stereo not drawn)	-5.4	-0.3	0.1	-1.2	1.4	2.6	-0.1	-4.6
CCCn1c(=N)n(CC(=O)c2ccc([N+](=O)[O-])cc2)c2ccccc21	4.1	nt	0.3	4.7	1.5	-3.2	22.5	nt
COCC(=O)N1C[C@H]2[C@@H](c3ccccc31)[C@H](CO)N2Cc1ccccc1Cl	6.9	-0.8	0.0	2.6	4.7	-0.3	13.8	6.8
COC(=O)Cc1ccc(NC(=S)N2CCN(c3ccc(F)cc3)CC2)cc1	nt	0.6	0.3	-16.7	nt	nt	16.1	23.0
COc1ccc(N2CCN(CCNC(=O)Nc3cc(Cl)ccc3OC)CC2)cc1	-1.4	0.5	-0.1	-13.8	-2.8	-0.2	6.0	-17.8
Cc1cc(SCC(=O)c2ccc(O)c(O)c2)n2nc(C)c(-c3ccccc3)c2n1	1.6	0.6	0.0	-5.9	-5.3	0.8	5.0	?
C[C@H](CO)N1C[C@H](C)[C@H](CN(C)C(=O)[C@H](C)c2ccccc2)OCc2ccccc2-c2c(n(C)c3ccccc23)C1=O	-3.4	nt	0.0	11.7	12.9	3.3	7.2	nt
O=c1c2ccccc2nnn1CSc1nnnn1-c1ccc(O)cc1	-2.0	-0.6	nt	3.0	0.0	nt	-9.7	-3.7
CC(C)C(=O)Nc1ccc2c(c1)C(=O)N(C)[C@@H]1CC[C@H](CC(=O)O)O[C@H]1CO2	-2.1	-0.1	0.2	5.6	7.1	-0.5	10.4	-28.5
C[C@@H]1CCCCO[C@@H](CN(C)C(=O)NC2CCCCC2)[C@H](C)CN([C@@H](C)CO)C(=O)c2cc(NC(=O)CCCCCC(=O)Nc3ccccc3N)ccc2O1	4.1	68.8	2.4	-6.3	18.0	-0.4	2.2	nt
C/C(=N/NC(=O)Cc1cccs1)c1ccco1	7.2	nt	0.2	nt	-0.4	0.1	-24.6	nt
COc1ccc2nc(NC(=O)CSc3cn[nH]n3)sc2c1	-7.2	-1.0	0.4	0.5	-3.1	3.4	-14.6	nt
Cn1c(=O)c2c(ncn2CC(=O)Nc2ccccc2)n(C)c1=O	nt	3.9	nt	1.5	nt	nt	1.8	-3.6
O=C(Nc1ccc(F)cc1)c1cncs1	-5.6	4.5	0.1	4.7	-1.8	-2.5	9.5	15.6
CCOc1ccccc1NC(=O)/C=C/c1ccc(S(=O)(=O)N2CCOCC2)cc1	1.9	0.4	0.0	-6.3	2.3	-2.7	3.7	-18.4
CSc1ncccc1C(=O)Nc1cccc(S(=O)(=O)N2CCCC2)c1	-6.2	0.1	0.2	-8.3	-3.4	-0.2	-1.3	0.2
COc1cc(C(=O)NCCCNc2nc3c(C)cc(C)cc3cc2C#N)cc(OC)c1OC	0.1	nt	-0.7	2.0	3.2	5.6	0.5	nt
Cc1ccc(-c2nnc(SCC(=O)N/N=C/c3ccc(C(=O)O)cc3)n2C2CCCCC2)cc1	-2.3	-0.3	0.1	nt	-3.9	-32.7	-2.2	-11.7
COc1ccc(C(C)=O)cc1CSc1nnc(C)n1-c1ccccc1	nt	-3.7	0.0	-2.4	nt	nt	13.5	nt
Cc1csc(CNc2ncnc3ccc(-c4ccc5c(c4)OCCO5)cc23)c1	5.1	3.7	0.2	-14.5	6.2	0.5	-15.3	-8.0
Cc1[nH]c(=O)[nH]c(=O)c1/C=N/NC(=O)CCNC(=O)OC(C)(C)C	4.5	-2.5	0.5	8.4	1.7	nt	5.2	2.8
CCOc1ccccc1C(=O)NCC(=O)O	-1.2	3.0	nt	6.4	-6.1	0.6	nt	-0.1
O=[N+]([O-])c1cc(-n2cccc2)ccc1N1CCOCC1	1.3	nt	0.1	-3.0	-2.1	2.5	-16.8	nt
O=C(c1ccc(OCCN2CCCCC2)cc1)c1c(-c2ccc(O)cc2)sc2cc(O)ccc12	-0.4&-1.5	-3.4&-1.3	0.9&1.0	3.0&7.3	3.0&4.3	-3.1&2.7	-2.8&12.1	-9.1&-23.7
C[C@H](CO)N1C[C@H](C)[C@@H](CN(C)Cc2ccc(O)cc2)OCc2ccccc2-c2c(n(C)c3ccccc23)C1=O	-2.3	nt	0.2	6.6	1.7	-2.9	9.1	nt
C[C@@H]1CN([C@H](C)CO)C(=O)c2cccc(NS(=O)(=O)c3cccs3)c2O[C@@H]1CN(C)C	3.2	3.9	-0.1	5.4	-5.4	0.4	-12.2	3.8
CCOC(=O)C1CCN(C(=O)COc2cccc(C)c2)CC1	4.4	-2.9	nt	7.5	-0.5	6.6	-6.6	6.7
O=C(CCc1ccc(S(=O)(=O)NC2CCCCC2)cc1)NCc1ccccn1	4.5	nt	0.0	19.3	-3.3	-0.7	-18.9	1.7
CCOC(=O)[C@]12CCC=C1N(Cc1ccc(Cl)cc1Cl)C(=O)[C@H](CC(=O)N1CCOCC1)C2	3.9	nt	0.1	nt	-1.0	13.1	0.9	nt
Continued.
SMILES	SIRT5 block	Cneo AK release	XiGFP reactiv	PGC1a acetyl inh	S100A4 MyoIIA	ERAP1 inh	LGR2 inh	Statin myotox sup
CCCCNC(C(=O)Nc1ccc([N+](=O)[O-])cc1Br)c1ccccc1 (stereo not drawn)	-4.9	nt	0.1	nt	7.6	-3.7	nt	nt
C[C@H](CO)N1C[C@H](C)[C@@H](CN(C)C(=O)C2CCC2)Oc2ncc(-c3cccc(C#N)c3)cc2C1=O	-11.4	-1.0	0.0	-4.4	-9.7	1.7	-0.8	-15.6
COc1ccc(S(=O)(=O)Nc2ccc3c(c2)CC(=O)N([C@@H](C)CO)C[C@H](C)[C@H](CN(C)S(=O)(=O)c2c(C)noc2C)O3)cc1	-0.3	-2.4	-0.9	-1.8	7.6	1.6	0.1	-16.6
O=C(CCCn1c(=O)c2sccc2n(Cc2ccc(F)cc2)c1=O)NCc1ccco1	-1.5	-1.2	nt	-4.5	-0.7	-10.1	?	4.1
CC(=O)Nc1ccc(S(=O)(=O)Nc2nc3ccccc3nc2N2CCOCC2)cc1	nt	3.7	0.0	0.7	-1.0	-0.7	-12.9	-0.6
CN(C(=O)COC(=O)Cc1c(F)cccc1Cl)c1c(N)n(Cc2ccccc2)c(=O)[nH]c1=O	0.8	0.0	0.1	-3.9	-2.6	0.3	-2.4	20.1
CCn1c(=O)c(CCC(=O)N2CCN(c3ccccn3)CC2)c(C)c2c(C)nn(-c3cccc(C)c3)c21	0.1	-0.6	-0.1	-2.4	-2.0	-0.3	2.7	-5.5
C#CC(C)(C)NC(=O)c1ccc(-c2ccccc2F)cc1	-3.1	nt	0.1	nt	-1.5	-1.7	-32.1	nt
Cc1ccc(SCc2cc(=O)[nH]c(SCC(=O)Nc3cc(Cl)ccc3Cl)n2)cc1	0.7	nt	0.0	nt	3.0	-0.7	0.0	nt

Screening results deposited in PubChem by Broad Institute.
